VP16 counter: counter-screen for ROR gamma inhibitors: Gal4-VP16 reporter | Drosophila S2 Gal4-VP16 UAS-luciferase, luminescence, 20 h | 310,000 tested, 3.5% active | Potency, µM (series often up to 53.6 µM), inactives show top-dose activity, negative = inhibition, actives largely listed as inhibitors;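 further: Gal4-VP16 expression switched on by copper sulfate through the metallothionein promoter; potency means the concentration at half of the fitted maximal effect; on the % scale 0 is the no-effect control and ±100 the full control effect; nearly all actives have a fitted effect of over 50% in size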
ELG1 genotox: induces genotoxicity in HEK293T cells with luciferase-tagged ELG1. HEK293T ELG1-luciferase reporter, luminescence, 16 h. Potency, µM (titrated, usually from 46 µM), for inactives: at the highest dose activity change, positive = activation, actives largely listed as activators. 330,000 tested, 1.3% active; further: potency means the concentration at half of the fitted maximal effect; % of control where 0% means no effect; nearly all actives have a fitted effect of over 60% in size
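Quantitative HTS format in 1536-well plates. HEK293T ELG1-luciferase reporter cells receive test compound and are incubated 16 hr at 37 °C, 5% CO2; ONE-Glo added, 30 min room temperature, then luminescence read.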
Tb PFK block: blocks T. brucei phosphofructokinase; O15648; T. brucei PFK, ADP-Glo luminescence; Potency, µM (top dose mostly 57.5 µM), inactives show at the top dose activity, negative = inhibition, usual class: inhibitors; 330,000 tested, 0.17% active; AID 485367;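 further: potency means the concentration at half of the fitted maximal effect; 0% = uninhibited 1x PFK enzyme wells and -100% = no-enzyme wells; nearly all actives have a fitted effect of over 60% in size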
Target sequence (O15648 whole entry, looked up): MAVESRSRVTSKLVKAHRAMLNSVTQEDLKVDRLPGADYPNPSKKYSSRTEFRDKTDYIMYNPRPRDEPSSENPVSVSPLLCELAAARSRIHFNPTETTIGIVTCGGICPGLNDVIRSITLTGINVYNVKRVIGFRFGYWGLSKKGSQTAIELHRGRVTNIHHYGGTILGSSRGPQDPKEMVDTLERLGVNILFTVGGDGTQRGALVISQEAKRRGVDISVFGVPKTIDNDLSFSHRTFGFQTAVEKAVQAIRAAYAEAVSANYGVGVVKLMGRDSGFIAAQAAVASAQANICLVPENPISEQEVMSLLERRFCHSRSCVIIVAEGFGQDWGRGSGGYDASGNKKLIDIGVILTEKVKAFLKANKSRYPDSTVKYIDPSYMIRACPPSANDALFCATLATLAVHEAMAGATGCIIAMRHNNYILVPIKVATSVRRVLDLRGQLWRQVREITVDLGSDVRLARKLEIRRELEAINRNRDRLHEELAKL
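Luminescent ADP detection (ADP-Glo, two-step: ATP depletion then ADP-to-ATP conversion for luciferase) reported PFK activity after 45 min room-temperature reaction of 1.25 nM enzyme with 0.5 mM F6P and 0.1 mM ATP at pH 8.0.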
FLuc modulator: inhibits or activates purified firefly luciferase, miR-21 counter-screen | AID 588342 | Potency, µM (top dose mostly 57.5 µM), for inactives: top-dose activity change, negative = inhibition, usual class: inhibitors | purified FLuc, Km substrates, luminescence inhibition | 360,000 tested, 6.9% active;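 further: potency means the concentration at half of the fitted maximal effect; plate controls were vehicle for no effect and reference inhibitor for full effect; nearly all actives have a fitted effect of over 55% in size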
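Biochemical qHTS of compounds, final roughly 60 µM downward over six points, against 10 nM purified firefly luciferase using Km concentrations of substrates (10 uM D-luciferin, 10 uM ATP) in Tris acetate pH 7.5 buffer; luminescence output.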
NPC1 promoter act: activates the NPC1 promoter; Huh7 NPC1 promoter luciferase reporter, 24 h; Potency, µM (series often up to 9.22 µM), inactives show at the top dose activation, usual class: activators; 320,000 tested, 2.4% active; AID 485313;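 further: potency means the concentration at half of the fitted maximal effect; % of control where 0% means no effect; nearly all actives have a fitted effect of over 60% in size; reporter is driven by a mutant NPC1 promoter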
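Quantitative HTS used a cell-based reporter: Huh7 cells stably bearing the NPC1 promoter upstream of luciferase were treated with compounds for 24 h, and promoter activation was read as luminescence.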
RORgamma inh: blocks mouse ROR gamma transcriptional activity; AID 2551; 310,000 tested, 5.4% active; Drosophila S2 Gal4-RORgamma UAS-luciferase reporter, 20 h; Potency, µM (highest dose often 53.6 µM), for the others: at the highest dose activity change, negative = inhibition, actives largely listed as inhibitors; further: potency means the concentration at half of the fitted maximal effect; on the % scale 0 is the no-effect control and ±100 the full control effect; nearly all actives have a fitted effect of over 60% in size
Target sequence (P51450 whole entry, looked up, the tested form may be a part): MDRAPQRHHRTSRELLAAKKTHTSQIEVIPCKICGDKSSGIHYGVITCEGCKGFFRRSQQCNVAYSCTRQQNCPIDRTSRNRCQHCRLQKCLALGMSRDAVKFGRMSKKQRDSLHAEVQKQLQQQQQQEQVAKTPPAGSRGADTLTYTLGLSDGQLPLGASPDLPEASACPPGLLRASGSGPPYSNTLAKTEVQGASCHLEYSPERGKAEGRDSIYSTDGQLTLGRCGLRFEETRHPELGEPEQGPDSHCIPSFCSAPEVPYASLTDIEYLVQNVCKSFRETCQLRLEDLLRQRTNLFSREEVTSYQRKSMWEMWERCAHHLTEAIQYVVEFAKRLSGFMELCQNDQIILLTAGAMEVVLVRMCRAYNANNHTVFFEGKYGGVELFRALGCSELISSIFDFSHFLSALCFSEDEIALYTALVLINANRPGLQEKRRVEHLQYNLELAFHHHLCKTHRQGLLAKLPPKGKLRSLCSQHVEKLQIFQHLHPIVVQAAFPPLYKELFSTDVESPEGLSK
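Stably transfected Drosophila Schneider cells are the test system, with ROR gamma fused to Gal4 and luciferase under UAS control; luminescence is read after 20 hr of 700 uM copper sulfate induction at ambient temperature.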
Rab9 promoter act: activators of Rab9 promoter. Potency, µM (doses to about 9.22 µM), for the others: at the highest dose activation, negative = inhibition, most hits filed as activators. AID 485297. Huh7 Rab9 promoter-luciferase reporter, luminescence, 24 h. 320,000 tested, 2.8% active; further: potency means the concentration at half of the fitted maximal effect; % of control where 0% means no effect; nearly all actives have a fitted effect of over 60% in size
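Cells were plated at 1500 per well in reduced-serum medium with 10% FBS and left 2 h. Compound in DMSO was then added for 24 h at 37 °C. Reporter signal was read by luminescence after 10 min with luciferase detection reagent.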
KCNH2 3.1 inh: blocks the human KCNH2 3.1 channel isoform; U2OS KCNH2 3.1, thallium flux FluxOr; stronger effect = lower value; 340,000 tested, 0.95% active; activity change, % (tested at about 1.8 µM);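 active means maximum activity change below -70%; inconclusive means maximum activity change from -70% to -50%; inactive means maximum activity change above -50%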;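 further: thallium influx rate constant from kinetic fluorescence after stimulation buffer; on the % scale 0 is the no-effect control and ±100 the full control effect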
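FluxOr-based Tl+ influx in U2OS cells transduced with KCNH2 3.1 virus; rate constants normalized to DMSO controls.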
uPA generation: inhibitors of cell surface uPA generation | cell surface uPA generation assay, qHTS | Potency, µM (highest dose often 38.3 µM), for the others: at the top dose activity change, negative = inhibition, most hits filed as inhibitors | 330,000 tested, 0.31% active | AID 540303; active means well fitted inhibition curve with a large enough effect; inconclusive means small, poorly fitted or top-dose-only effect; inactive means no such curve, though single readings can be large or run the other way; tested in mouse RAW 264.7 cells; further: potency means the concentration at half of the fitted maximal effect; on the % scale 0 is the no-effect control and ±100 the full control effect; nearly all actives have a fitted effect of over 55% in size
FBPA coupling cs: coupling enzyme interference in Giardia aldolase counter-screen; coupling enzyme system counterscreen, AmpLite Red fluorescence; activity change, negative = inhibition, % at 58.2 µM, hits read low; 290,000 tested, 0.67% active; in the data active means activity change below about -30%; further: on the % scale 0 is the no-effect control and ±100 the full control effect
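Compounds tested against the coupling enzymes alone at 57.5 uM final; readout was AmpLite Red fluorescence (525/598 nm) after 20 min at RT.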
Giardia killer: kills Giardia lamblia; Giardia lamblia trophozoite viability; activity change, % at 7.66 µM, hits read low; 340,000 tested, 0.15% active; AID 540267; in the data active means activity change below about -80%; inconclusive means between about -30% and that limit;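 further: parasites exposed to compound for two days anaerobically before the ATP read; on the % scale 0 is the no-effect control and ±100 the full control effect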
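Compounds were tested on trophozoites seeded at 100 cells/well and held 48 hrs at 37 deg C anaerobically. An ATP-based luminescent kit measured the remaining live cells.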
* = called active by the depositor; u = inconclusive; x = not tested or not shown; [ ] = remark or other dose. Unless noted, the call rests on the fitted dose curve; in most records, active means well fitted curve in the direction sought with a large enough effect; inconclusive means small, poorly fitted or top-dose-only effect, or another doubt; inactive means no such curve, though single readings can be large; an effect the other way counts as inactive or inconclusive. This is a random part of the collection; overall some 14% were active at least once.

SMILES	VP16 counter	ELG1 genotox	Tb PFK block	FLuc modulator	NPC1 promoter act	RORgamma inh	Rab9 promoter act	KCNH2 3.1 inh	uPA generation	FBPA coupling cs	Giardia killer
CC(=O)N1N=C(c2ccco2)CC1c1ccco1 (centres undefined)	1%	0%	0%	-1%	-4%	u	-1%	0	-2%	6	9
COc1cccc(-c2cc(C(=O)N3C(C)CCCC3C)no2)c1 (centres undefined)	16%	7.1µM*	1%	11µM*	5µM*	34%	3.2µM*	9	x	-1	19
COc1ccc(NC(C)=O)cc1NC(=O)C1CCCN1C(=O)c1cccs1 (centres undefined)	x	1%	-2%	-1%	0%	x	6%	11	-29%	x	-7
O=C(c1ccccc1)c1ccc(OCC(O)CN2CCN(Cc3ccccc3)CC2)cc1 (centres undefined)	-5%	0%	7%[0.46 µM]	8%	-7%	31%	-2%	-85*	-4%	1	8
CC(=O)c1cccc(NC(=O)/C(=C\c2cccnc2)NC(=O)c2ccccc2)c1	-2%	-5%	12%	4%	0%	-2%	3%	-1	-18%	0	3
CCOc1cc(N2CCOCC2)c(OCC)cc1NC(=O)[C@H](C)NC(=O)c1ccco1	-17%	-2%	-5%	1%	-2%	-5%	-3%	-13	6%	4	9
CC1Cc2ccccc2N1c1ncnc2nc[nH]c12 (centres undefined)	0%	2%	2%	21µM*	22%	26%	13%	4	8%	-3	-1
Cc1ccc(S(=O)(=O)N2CCC(C(=O)N3CCC[C@H]3C(=O)NCc3ccco3)CC2)cc1	-1%	-2%	1%	1%	6%	-1%	4%	4	0%	-2	-2
Cc1ccc(-c2nn(-c3ccccc3)cc2NC(=O)CCl)cc1	-4%	-17%	12%	-8%	-19%	-33%	1%	-11	-18%	5	10
S=C(NCc1ccccc1)NCc1ccc(Cl)cc1	u	0%	-4%	3%	-5%	u	-9%	16	-1%	x	7
CC(C)OCCCNC(=O)C(NS(=O)(=O)c1ccc2c(c1)c(=O)n(C)c(=O)n2C)c1ccccc1 (centres undefined)	-2%	-2%	-4%	1%	-8%	13%	2%	x	x	-1	x
O=C(CN1CCCC1)N1c2ccccc2Sc2ccccc21	-10%	0%	-5%	5%	-2%	23%	-2%	3	4%	0	-1
CCC(C)(C)NC(=O)C(c1ccncc1)N(C(=O)c1sc(C)nc1C)c1ccc(F)cc1 (centres undefined)	-2%	-3%	1%	1%	-1%	-13%	-4%	5	2%	4	0
COc1cc(NC(=O)N[C@@H](Cc2ccccc2)C(=O)O)cc(OC)c1	-11%	0%	-1%	-16%	1%	-4%	1%	2	0%	4	-3
Cc1ccc(NC(C)C(=O)N/N=C/c2ccc([N+](=O)[O-])s2)cc1 (centres undefined)	u	-9%	-2%	-3%	-2%	u	-4%	-1	-13%	0	-84*
COc1ccc(OCCN2CCOCC2)cc1	x	3%	-3%	-2%	-4%	x	0%	2	2%	0	18
Cc1nnc(-c2cnn(C)c2N)n1Cc1ccc2c(c1)OCO2	3%	3%	-1%	u	6%	30%	-2%	4	-6%	0	-1
COc1ccc(-c2ccc(-c3noc(-c4ccco4)n3)c(OC)n2)cc1	-1%	17%	7%	-14%	25%	14%	u	-1	x	0	8
S=c1[nH]nc(-c2ccco2)n1/N=C/C=C/c1ccccc1	u	-1%	-13%	u	1%	2.5µM*	-1%	8	4%	4	3
CS(=O)(=O)c1cnc(-c2ccccc2)nc1Oc1ccc(F)cc1	-3%	0%	0%	-10%	-1%	-18%	-8%	-24	2%	7	-2
CC1CCN(CCCNC(=O)C2CC(=O)N(C3CCCCCC3)C2)CC1 (centres undefined)	-2%	3%	0%	0%	3%	-4%	-4%	3	3%	0	-4
COc1ccc(CN2CCNC(=O)C2CC(=O)N(C)CCC2CCOCC2)c(OC)c1 (centres undefined)	-8%	0%	0%	1%	1%	0%	0%	9	-11%	-1	8
Cc1cccc(C)c1NC(=O)CN	-4%	0%	-6%	3%	-3%	5%	-4%	-15	5%	4	2
O=C(c1ccc(COc2ccccc2Cl)o1)N1CCOCC1	-17%	8%	-4%	-6%	0%	14%	3%	9	6%	3	3
CCCCNC(=O)C(CC)(ONc1ccccc1C(F)(F)F)c1ccccc1 (centres undefined)	x	0%	3%	-1%	2%	x	11%	16	u	x	12
CN(CC(=O)Nc1ccccc1Br)C(=O)Cn1[nH]c(=O)c2ccccc2c1=O	x	-1%	-1%	6%	-6%	x	-1%	7	8%	x	7
CCn1cc(C(=O)N2CCc3ccccc32)c(=O)c2cc(S(=O)(=O)N3CCCCCC3)ccc21	-1%	-3%	-4%	1%	-3%	-5%	1%	-4	-11%	-3	11
O=C(Nc1ccc(Cl)cc1Cl)C1CCC(=O)N1Cc1ccccc1Cl (centres undefined)	-7%	-5%	-2%	-5%	-4%	31%	3%	17	1%	1	-5
COc1ccccc1C(=O)Nc1ccc2c(c1)nc1n2CCN(Cc2ccccc2)C1	3%	-3%	9%	u	-3%	-12%	-4%	-10	x	-1	-3
Cc1nnc(SCC(=O)Nc2nsc(-c3ccc(C(C)(C)C)cc3)n2)s1	-13%	3.3µM*	-1%	11µM*	1.4µM*	u	1.4µM*	3	u	3	-4
CCn1cc([N+](=O)[O-])c(C(=O)N2CCN(C(=O)c3ccco3)CC2)n1	-12%	-1%	-2%	2%	-3%	1%	-2%	-1	-3%	2	74[activator]
COc1ccccc1CNC(=S)Nc1ccc(F)cc1	6.3µM*	0%	0%	-2%	13%	7.9µM*	9%	5	0%	-1	28
CC(CN)(NS(=O)(=O)c1ccccc1)c1ccccc1 (centres undefined)	-7%	0%	0%	2%	-1%	u	-1%	1	-1%	4	-10
CCN1C(=O)/C(=C\N(C)C)NC1=S	-1%	-2%	1%	-2%	0%	-17%	-2%	-1	0%	4	2
COc1ccc(C(=O)Nc2ccc(NC(=O)Cc3ccccc3)cn2)cc1	3%	22%	-1%	1%	2%	-7%	4%	-3	-2%	1	9
CCOc1ccc(-n2cnnn2)cc1S(=O)(=O)N1CCC(C)CC1C (centres undefined)	9%	0%	2%	0%	-3%	15%	-2%	13	-3%	-2	18
CC(C)N1CCN(Cc2ccsc2)CC1CCO (centres undefined)	0%	1%	-4%	0%	-4%	1%	-1%	-6	2%	0	0
O=C1CN(CC(=O)NC2CCCc3ccccc32)CCN1 (centres undefined)	-10%	-1%	-3%	-1%	-2%	15%	-4%[1.84 µM]	15	-1%	0	3
Cn1c(CS/C(N)=N/N=C/c2ccccc2)c(Br)c(=O)n1-c1ccccc1	15%	3%	-19%	15µM*	9%	23%	22%	-3	-6%	1	0
O=C(CN1CCN(Cc2ccccc2)CC1)Nc1cccc(C(F)(F)F)c1	2%	-5%	-6%	-2%	-1%	-16%	-3%	-23	x	1	-8
O=C(CN1C(=O)NC2(CCCCCC2)C1=O)c1ccc(OC(F)F)cc1OC(F)F	x	-4%	4%	4%	2%	x	2%	-15	0%	x	-6
COc1ccc(S(=O)Cc2ccc(C(=O)NC3CC3)o2)cc1 (centres undefined)	-10%	0%	0%	3%	-3%	-21%	1%	15	-1%	1	8
O=C(NCc1ccccc1)Nc1cccn(Cc2ccc(F)cc2)c1=O	u	0%	-8%	u	0%	u	-3%	9	1%	-9	-8
CC(=O)N(c1ccccc1)C1CC(C)N(C(=O)c2ccccc2)c2ccccc21 (centres undefined)	-14%	-3%	-2%	-6%	1%	1%	-3%	5	11%	-7	-16
O=C(CCCCO)c1ccc(O)c(Cl)c1	x	0%	3%	3%	3%	x	-2%	19	-13%	x	-1
S=C(Nc1ccccc1)N1CCN(C(=S)c2ccccc2)CC1	13%	9%	3%	u	0%	0%	0%	6	2%	5	0
Cc1ccc(C)c(NC(=O)C(OC(=O)c2ccc(CO)cc2)c2ccccc2)c1 (centres undefined)	x	-3%	3%	7%	-2%	x	-4%	-27	3%	x	-25
COc1ccc(S(=O)(=O)Nc2ccc(Oc3ncccn3)c(Cl)c2)cc1	8%	-4%	2%	0%	-1%	39%	-6%	15	1%	-2	3
CCC(C)(C)n1nnnc1C(c1ccc(O)c(OC)c1)N1CCN(c2nc3ccccc3s2)CC1 (centres undefined)	-19%	1%	-4%	-3%	12%	u	-4%	1	3%	-2	-12
O=C1CCCCC1c1cccc2ccccc12 (centres undefined)	0%	1%	3%	-1%	-2%	0%	-1%	2	5%	-1	-9

Single records (already shown).
Profile of O=C1CN(CC(=O)NC2CCCc3ccccc32)CCN1 (centres undefined) = VP16 counter = -10%; ELG1 genotox = -1%; Tb PFK block = -3%; FLuc modulator = -1%; NPC1 promoter act = -2%; RORgamma inh = 15%; Rab9 promoter act = -4%[1.84 µM]; KCNH2 3.1 inh = 15; uPA generation = -1%; FBPA coupling cs = 0; Giardia killer = 3
Profile of CCC(C)(C)n1nnnc1C(c1ccc(O)c(OC)c1)N1CCN(c2nc3ccccc3s2)CC1 (centres undefined) = VP16 counter = -19%; ELG1 genotox = 1%; Tb PFK block = -4%; FLuc modulator = -3%; NPC1 promoter act = 12%; RORgamma inh = u; Rab9 promoter act = -4%; KCNH2 3.1 inh = 1; uPA generation = 3%; FBPA coupling cs = -2; Giardia killer = -12

From PubChem
